Assay outcomes (PubChem)
AID inh – activation induced cytidine deaminase inhibition; actives 0.32% (n = 91,000); AID deamination FRET fluorescence, UDG-coupled, 4 h; Potency, µM (top dose mostly 115 µM), inactives show top-dose activity change, negative = inhibition, most hits filed as inhibitors; Q9GZX7; also: nearly all actives have a fitted effect of over 25% in size
Target sequence (Q9GZX7 whole entry, looked up): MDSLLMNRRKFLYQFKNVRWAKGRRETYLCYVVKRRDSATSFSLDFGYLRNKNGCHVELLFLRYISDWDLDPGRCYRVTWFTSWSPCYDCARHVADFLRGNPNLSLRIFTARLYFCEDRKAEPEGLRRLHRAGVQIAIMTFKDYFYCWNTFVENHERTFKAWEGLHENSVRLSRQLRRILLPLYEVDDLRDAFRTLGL
UDG counterscr – blocks uracil-DNA glycosylase in AID counter-screen. AID 1347430. Potency, µM (doses to about 115 µM), inactives show at the highest dose activity change, negative = inhibition, actives largely listed as inhibitors. actives 0.14% (n = 91,000). FRET deamination/UDG coupled assay, UDG read, 4 h; also: nearly all actives have a fitted effect of over 65% in size
Active calls of the source: *; ? = inconclusive; & = joins results of further samples; [ ] = dose if it differs, or a comment. Calls follow the shape of the dose curve; as a rule, active = well fitted curve in the direction sought with a large enough effect; inconclusive = small, poorly fitted or top-dose-only effect, or another doubt; inactive = no such curve, though single readings can be large; an effect the other way counts as inactive or inconclusive. % is scaled to controls: 0 for no effect and ±100 for the full control effect; potency is read from the fitted curve at half-maximal effect. The list is partial, so the mix of outcomes need not match the whole.

Compound	AID inh	UDG counterscr
CC1=C(C(=O)Nc2ccc(C)cc2C)C(c2ccc(Cl)cc2)n2nc(C(=O)OC(C)C)nc2N1 (stereo not given)	19.3%	-1.4%
CCc1c(C(=O)Nc2ccc3c(c2)Cc2ccccc2-3)cnn1-c1ccc(OC)nn1	-0.9%	-3.5%
Cn1c(=O)c2c(nc(Oc3ccc(F)cc3F)n2Cc2ccccc2F)n(C)c1=O	4.2%	-6.3%
CCOC(=O)CNC(=O)Nc1cc(C(=O)NCc2ccccc2OC)ccc1N1CCCC1	-4.0%	3.7%
COc1ccc(NC(=O)Nc2cc(-c3cn4cccnc4n3)ccc2C)cc1	29.8%	20.9%
Cc1ccc(Cl)cc1N1CCN(c2nc3ccccc3c3nc(-c4cccnc4)nn23)CC1	25.8%	1.6%
CC(=O)Nc1ccc(CNC(=O)c2sccc2C)cc1	-1.8%	-10.0%
COC(=O)c1ccc(Nc2ncnc3c2cnn3-c2ccccc2)cc1	-10.3%	3.2%[57.5 µM]
CCCn1c(=O)c2sccc2n2c(CCCC(=O)Nc3cccc(CC)c3)nnc12	?	5.1%
CC1C/C(=N\NC(=O)C2CC2)CC(C)(C)C1 (stereo not given)	-0.3%	-1.6%
COc1c(Br)cc(Br)cc1/C=C(\C#N)c1nc2ccccc2[nH]1	1.5%	0.7%
O=C(NCCN1CCCCC1)c1ccc(Cn2c(SCc3ccccc3)nc3cccnc32)cc1	?	2.3%
Cc1cc(Cl)ccc1OCCCc1n[nH]c(=S)n1Cc1ccccc1	-5.6%	-1.9%
Cc1ccc(C)c(NC(=O)Cn2c(=O)oc3cc(S(=O)(=O)NCc4ccccc4)ccc32)c1	5.1%	30.6%[activator]
CCN(CC)CCn1c(-c2ccccc2)csc1=Nc1ccccc1	-0.9%[57.5 µM]	1.1%[57.5 µM]
C=CCSc1nc2c(c(=O)n(C)c(=O)n2C)n1Cc1ccc(Cl)cc1	-9.7%	-0.6%
CC(C)CC(C(=O)NCCc1ccccc1)N1Cc2ccccc2C1=O (stereo not given)	-7.9%	?
CC(C)OC(=O)C(CC(=O)O)N1CCCC1 (stereo not given)	8.7%	6.3%
O=C(NC1CCCCCCC1)c1ccc2ccccc2c1	-1.7%	-3.7%
CCn1c(SCc2ccccc2F)nc(=O)c2c(C(=O)OC)cc(C3CC3)nc21	?	-11.5%
O=C(NCCCCNC(=O)C1CC1)C1CC1	17.1%	12.5%
Cc1sc2ncnc(SC(F)F)c2c1C	-4.7%	-8.4%
COc1ccc(-n2ncc(C(=O)NCc3ccc4c(c3)OCO4)c2C2CCN(C(=O)OC(C)(C)C)CC2)cc1	?	46.0%[activator]
O=C(CN1C(=O)COc2ccc(S(=O)(=O)N3CCOCC3)cc21)N1CCN(c2ccccc2F)CC1	33.4%[activator]	5.5%
COCCNC(=O)CCn1nc(-c2ccc(Cl)cc2)c2ccccc2c1=O	-2.0%[57.5 µM]	-18.3%[57.5 µM]
COc1ccc(C(C)=O)c(OC(=O)c2cc(F)c(F)cc2Cl)c1	-3.8%	4.4%
COC(=O)c1cc2c(cc1NC(=O)c1c(C)nn(-c3ccc(C)cc3)c1-n1cccc1)OCO2	14.6%	-4.5%[57.5 µM]
CCCC(C)NC(=O)c1ccc(CNC(=O)NC(C)C)cc1 (stereo not given)	-6.1%	5.6%
CCC(C)(C)NC(=O)C(NS(=O)(=O)c1cccs1)c1ccccc1 (stereo not given)	-1.8%	-3.7%
Cc1cc(C)cc(C(=O)NC2CCCc3ccccc32)c1 (stereo not given)	2.0%	1.5%
O=C1CC(C(=O)Nc2ccc3c(c2)OCCO3)N=C(N2CCN(c3ccccc3)CC2)N1 (stereo not given)	-11.4%	8.0%
COc1ccc(OC)c(NC(=O)c2cc3c(=O)n4cccc(C)c4nc3n2C)c1	3.1%	-1.2%
CC1CCN(S(=O)(=O)c2ccc(NC(=O)C3CC(=O)N(CCc4ccc(F)cc4)C3)cc2)CC1 (stereo not given)	-21.9%	89.1µM*
COc1ccc(Nc2cc(C(=O)NCCCN(C)C3CCCCC3)c3ccccc3n2)cc1	-26.2%	-9.0%
CCOC(=O)c1c(NC(=O)c2cc(-c3ccc(OC)cc3)on2)sc(C)c1C	2.8%	21.0%
COc1ccc(/C=C/C(=O)c2ccc(C#N)cc2)cc1F	-1.7%	2.8%
COc1ccc(-c2nn(CC(=O)NCc3ccccc3)c3c2cnc2ccc(F)cc23)cc1	21.3%	0.0%
CNC(=S)N/N=C/c1ccc(SC)cc1	-5.2%	1.4%
O=C(NCC(c1cccnc1)N1CCN(Cc2ccccc2)CC1)C(=O)Nc1cccc(F)c1 (stereo not given)	-5.0%	-9.2%
Cc1cc(C)cc(NC(=O)N2CCN(C)c3ncccc32)c1	14.7%	-10.3%
COc1cccc2cc(C(=O)OC(C)C(=O)c3ccc(Cl)cc3)c(=O)oc12 (stereo not given)	16.9%	9.9%
CCOC(=O)c1c(NC(=O)c2ccc(S(=O)(=O)N3CCC(C)CC3)cc2)sc2c1CCN(C)C2	7.7%	-3.0%
c1ccc(-c2ccc(CNCc3cccs3)o2)cc1	-6.0%	-3.2%
O=C1NC2(C(=O)Nc3ccc(Br)cc3)CCC(=O)N2c2ccccc21 (stereo not given)	-1.5%	6.7%
Cc1cccc(N(C)C(=O)Cn2cnc3nc4c(cc3c2=O)CCCC4)c1	-6.2%	32.5%[activator]
CC(C)CC(NC(=O)/C(=C/c1ccc(Cl)cc1)NC(=O)c1ccccc1)C(=O)O (stereo not given)	-4.1%	9.7%
CC(C)(C)c1[nH]nc(C(=O)O)c1Br	3.1%	5.1%
CCn1c(=O)c(=O)n(CC)c2cc(N3CCCCC3)c(NC(=O)c3ccc(C)cc3)cc21	-5.1%	-3.4%
Cc1cc(C)cc(NC(=O)Nc2nnc(N(C)C3CCCCC3)s2)c1	-1.5%	-0.7%
Cc1ccc(NC(=O)N2CCc3cc(S(=O)(=O)N4CCC(C)CC4)ccc32)cc1F	7.0%	-13.1%
COc1ccc(NC(=O)C2=C(C)Nc3nc4ccccc4n3C2c2ccccc2C)cc1 (stereo not given)	-7.6%	?
CCc1ccc2oc(-c3cc(NC(=O)c4cc(OC)c(OC)c(OC)c4)ccc3O)nc2c1	20.2%[57.5 µM]	7.3%[57.5 µM]
CC(=O)c1ccc(NC(=O)CSc2nc(-c3ccc(C)cc3)nc3c2c(=O)n(C)c(=O)n3C)cc1	11.6%	0.0%
O=C(Cc1n[nH]c(=O)c2ccccc12)NC1CCc2ccccc21 (stereo not given)	-4.0%	2.5%
O=C(Nc1ccccc1Cl)c1cc(=O)c2ccccc2o1	3.4%	-1.4%
Cc1ccc2c(-c3oc4ccccc4c3N)cc(=O)oc2c1	1.5%	-4.1%
CCN(c1ccccc1)c1nnc(NC(=O)Nc2ccc(Br)cc2)s1	-3.0%	?
CSc1cccc(NC(=O)/C=C/c2ccc(Cl)cc2Cl)c1	-10.7%	3.6%
CS(=O)(=O)N1N=C(c2ccc(Br)cc2)CC1c1ccc(Br)cc1 (stereo not given)	3.7%	14.3%
COCCCNC(=O)CSc1ccccc1C	-6.3%	-7.8%

Carrying on:
Compound	AID inh	UDG counterscr
CCOc1ccc(C2C(=O)N(C3CCCCCC3)CC(=O)N2Cc2ccccc2)cc1OC (stereo not given)	-16.2%	-8.5%[57.5 µM]
CCOc1ccccc1NC(=O)N1CCc2c(sc3c2CCCC3)C1c1ccccc1 (stereo not given)	-23.3%	-14.4%
CC1NCC[C@H](O)[C@@H]1C (stereo not given in full)	4.1%	1.1%
COc1ccc(CNS(=O)(=O)c2cnc(N)nc2)cc1	2.9%	7.4%
O=C(O)c1cc(I)ccc1I	-1.9%	1.2%
COc1cc(C2CC(=O)Nc3c2c(C)nn3-c2ccc(C)cc2)cc(OC)c1O (stereo not given)	7.7%	3.6%
CSc1ccccc1NC(=O)CC(C)C	-6.6%	-9.9%
Cc1ccc(C(=O)NCC2CC3c4ccccc4C2c2ccccc23)cc1 (stereo not given)	-3.4%	0.8%
CC(C)c1ccc(NC(=O)CN2C(=O)CCc3cc(S(=O)(=O)N4CCOCC4)ccc32)cc1	1.9%	-18.1%
Cc1cccc(NC(=O)CN2CCN(C(=O)NCc3ccccc3CN(C)C)CC2)c1C	-3.4%	-5.6%
O=C(Nc1ccc2nc(SCC(=O)N3CCCc4ccccc43)sc2c1)c1ccccc1	-21.4%	1.8%[57.5 µM]
COc1cc(NC(=O)CCc2c(C)nc3c(c(C)nn3-c3ccccc3)c2C)cc(OC)c1OC	6.9%	-4.2%
CC(NC(=S)Nc1ccc(SC(F)F)cc1)c1ccncc1 (stereo not given)	-1.0%	-6.2%
Cn1c(SCC(=O)Nc2ccc(Br)cc2F)nc2c(=O)[nH]cnc21	2.1%	2.9%
COc1ccccc1NC(=O)CSc1nc(-c2ccc(C(C)(C)C)cc2)c(C#N)c(=O)[nH]1	?	-12.2%
O=C(Cn1cc(SCc2cccc(F)c2)c2ccccc21)N1CCCC1	24.3%&125.7%	-6.4%&-10.6%
O=C(CCCCn1c(=O)c2ccccc2n(CC(=O)Nc2cccc(C(F)(F)F)c2)c1=O)NCc1ccc2c(c1)OCO2	0.0%	-4.7%
CC1N=C2c3ccccc3N=C(SCC(=O)NCCc3ccccc3)N2C1=O (stereo not given)	4.1%	3.8%
COC(=O)c1ccc(COC(=O)CCc2nc3ccccc3[nH]c2=O)cc1	-3.4%	0.8%
CCCCc1ccc(NN)c(I)c1	5.9%	2.8%
CCOC(=O)c1c(C)c(C(=O)NCCc2ccc(OC)cc2)c(C)n1CC	16.7%	0.1%
O=C(NC1CCCCC1)c1cccc(Oc2ccccc2)c1	-1.2%	-6.0%
CN(CC(=O)Nc1ccccc1C(F)(F)F)Cc1cc(Cl)cc2c1OCOC2	-10.3%	-7.3%
Cc1cc(C)cc(Nc2nc3ccccc3nc2NS(=O)(=O)c2cccs2)c1	-4.7%	-1.9%
COc1ccc(S(=O)(=O)c2cn(Cc3ccccc3)c3ccc(OC)cc3c2=O)cc1	-2.2%	-4.5%
CC(NC(=O)C(=O)Nc1c2c(nn1-c1ccccc1)CSC2)c1ccccc1 (stereo not given)	-8.1%	3.9%
CCCCOc1ccc(CNC(=O)C2CCN(c3nnc(-n4cccc4CNc4ccc(C)cc4)s3)CC2)cc1	?	-14.7%
CCCCn1c(O)c(C2=Nc3ccccc3SC(c3cccc(O)c3)C2)c(=O)[nH]c1=O (stereo not given)	4.4%	1.6%
CSc1ccc(CCNC(=O)C(C)n2c(C)c3cnn(-c4ccccc4)c(=O)c3c2C)cc1 (stereo not given)	-20.4%	-5.7%
CCCCCCCCCCCCCCCCCCNC(=O)OCC(COP(=O)([O-])OCC[n+]1ccsc1)OC (stereo not given)	-5.9%	-6.4%

By substructure, the entries above with a CF3 group.
Compound	AID inh	UDG counterscr
O=C(CCCCn1c(=O)c2ccccc2n(CC(=O)Nc2cccc(C(F)(F)F)c2)c1=O)NCc1ccc2c(c1)OCO2	0.0%	-4.7%
CN(CC(=O)Nc1ccccc1C(F)(F)F)Cc1cc(Cl)cc2c1OCOC2	-10.3%	-7.3%

Remaining list, next part
Compound	AID inh	UDG counterscr
CCOc1cc(/C=C2/NC(=O)NC2=O)cc(Br)c1OC(C)C	-3.4%	-3.1%
O=C(NCCCN1CCCC1)c1ccncc1	0.4%	1.1%
Cc1cccc(C(c2sc3nc(-c4ccco4)nn3c2O)N2CCN(c3ccccc3F)CC2)c1 (stereo not given)	-9.7%	-10.0%[57.5 µM]
Cc1ccc(-n2ncc(C(=O)NCc3cccs3)c2C2CCN(C(=O)OC(C)(C)C)CC2)cc1	?	40.0%[activator]
Cc1onc(-c2ccc(Br)cc2)c1C(=O)Nc1ccc(Br)cc1F	-2.5%	-2.6%
O=Cc1cc2cc(Br)ccc2[nH]1	-5.8%	-6.0%
CCc1ccc(NC(=O)CSc2nc(C)cc(COC)c2C#N)cc1	8.4%	9.6%
Cc1ccc(C)c(Nc2nnc(-c3ccc(C)c(S(=O)(=O)N4CCCCC4)c3)c3ccccc23)c1	?	?
COc1ccc(CCNC(=O)CC2Sc3ccccc3NC2=O)cc1OC (stereo not given)	-1.1%	-1.3%
COc1ccc(-c2onc(C)c2C)cc1S(=O)(=O)N1CCN(c2ccc(Cl)cc2)CC1	0.5%	-7.6%
O=C(CCc1ncc(-c2ccc(Cl)cc2)o1)NCc1cccc(Cl)c1	0.8%	-9.9%
CN(c1cccc(F)c1)S(=O)(=O)c1c(-c2ccc(F)cc2)csc1C(=O)NCc1ccco1	-14.4%	-7.9%
COc1cccc(CNC(=O)CSc2nc3ccccc3nc2Cc2ccccc2)c1	-4.5%	-0.8%
Cc1ccn2c(=O)c(C(=O)NCCCN3CCCCC3C)c(O)nc2c1 (stereo not given)	14.6%	-1.8%
Cc1cc(C)c2c(CC(=O)Nc3ccc(S(=O)(=O)Nc4nc(C)cc(C)n4)cc3)coc2c1	-11.8%	-1.7%
CCOc1ccc(CCNC(=O)Cn2nc(CC)n3c(cc4ccccc43)c2=O)cc1	-15.1%	11.1%
COc1ccc(C(=O)CSc2nnc(C(NC(=O)c3ccc(OC)cc3)C(C)C)n2C)cc1 (stereo not given)	-11.7%	0.0%
CCc1ccc(NC(=O)C(CC)n2c(=O)c(C(F)(F)F)nc3ccccc32)cc1 (stereo not given)	-2.8%	14.1%
N#Cc1ccccc1Cn1c(CN2CCCCC2)nc2scc(-c3cccs3)c2c1=O	-4.2%	2.0%
